ERK AVP block: vasopressin-driven ERK pathway inhibition | Potency, µM (top dose mostly 57.5 µM), for inactives: at the top dose activity, negative = inhibition, actives largely listed as inhibitors | AID 995 | 72,000 tested, 0.99% active | HEK293-V1b, vasopressin-stimulated pERK AlphaScreen; further: potency means the concentration at half of the fitted maximal effect; on the % scale 0 is the no-effect control and ±100 the full control effect; nearly all actives have a fitted effect of over 55% in size
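Phosphorylated ERK1/2 detected via AlphaScreen bead proximity in lysates of V1b-expressing HEK293 cells given 25 nM vasopressin for 5 min after 30 min compound exposure (37 °C). AC50 from Hill equation; basal DMSO 0%, vasopressin 100%.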
Fluorescein autfl: fluorescein region autofluorescence | Compound autofluorescence, 480/540 nm, fluorescein-equivalent; stronger effect = higher value | max fluorescein-equivalent concentration, M | 59,000 tested, 0.91% active; in the data active means max fluorescein-equivalent concentration above about 10 nM; inconclusive means between about 1.1 nM and that limit
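Compounds (23 nL) in 100 mM Tris pH 8.0, 15 min at room temperature, then fluorescence read at 480 nm excitation/540 nm emission. Signal converted to fluorescein-equivalent concentration from an on-plate fluorescein standard curve.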
FLuc inh: firefly luciferase inhibition | AID 411 | P08659 | 72,000 tested, 2.2% active | Potency, µM (top dose mostly 57.1 µM), without a hit: top-dose activity change, negative = inhibition, most hits filed as inhibitors | purified firefly luciferase, luminescence, 8 min; further: potency means the concentration at half of the fitted maximal effect; on the % scale 0 is the no-effect control and ±100 the full control effect; nearly all actives have a fitted effect of over 40% in size
Target sequence (P08659 whole entry, looked up): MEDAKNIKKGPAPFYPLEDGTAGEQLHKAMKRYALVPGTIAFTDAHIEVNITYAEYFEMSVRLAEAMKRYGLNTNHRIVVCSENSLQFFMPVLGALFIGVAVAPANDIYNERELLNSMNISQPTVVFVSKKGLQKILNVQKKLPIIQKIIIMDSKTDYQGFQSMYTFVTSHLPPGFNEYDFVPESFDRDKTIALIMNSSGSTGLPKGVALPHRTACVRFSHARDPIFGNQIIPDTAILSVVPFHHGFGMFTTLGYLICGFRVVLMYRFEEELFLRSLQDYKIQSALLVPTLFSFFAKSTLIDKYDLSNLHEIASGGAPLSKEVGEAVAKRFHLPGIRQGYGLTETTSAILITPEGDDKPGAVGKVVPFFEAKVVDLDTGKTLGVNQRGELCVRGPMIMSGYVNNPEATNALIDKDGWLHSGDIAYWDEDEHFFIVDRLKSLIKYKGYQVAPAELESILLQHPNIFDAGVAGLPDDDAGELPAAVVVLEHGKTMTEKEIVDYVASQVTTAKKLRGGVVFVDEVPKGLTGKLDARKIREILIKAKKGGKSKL
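qHTS concentration-response profiling: light output of P. pyralis luciferase with luciferin and 10 uM ATP, imidazole buffer pH 7.2. Read by luminescence after 8-min room-temperature incubation.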
Caspase-1 inhib: caspase-1 (human) inhibition, allosteric or competitive; 75,000 tested, 0.03% active; P29466; Potency, µM (highest dose often 57.5 µM), for the others: top-dose activity change, negative = inhibition, actives largely listed as inhibitors; Caspase-1 enzyme, Ac-WEHD-AFC fluorogenic rate;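 further: potency means the concentration at half of the fitted maximal effect; plate controls were vehicle for no effect and no substrate for full effect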
A350 autofl: compound fluoresces in the Alexa 350 spectral region. 59,000 tested, 11% active. max dye-equivalent concentration, M. Compound autofluorescence, 340/450 nm, Alexa 350 dye-equivalents; stronger effect = higher value. AID 590; in the data active means max dye-equivalent concentration above about 10 nM; inconclusive means mostly about 1.1 nM to 9.6 nM
HEK293 cAMP cs: parental HEK293 cAMP activation (counter-screen); 73,000 tested, 2.5% active; AID 938; Potency, µM (top dose mostly 57.1 µM), for inactives: top-dose activation, usual class: activators; parental HEK293 CNG cAMP sensor, membrane potential fluorescence; further: potency means the concentration at half of the fitted maximal effect; % of control where 0% means no effect; nearly all actives have a fitted effect of over 55% in size
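Counterscreen for endogenous-receptor signalling: CNG-channel HEK 293 cells report cAMP rise by membrane depolarization. After 60 min dye equilibration with 100 uM RO 20-1724, compounds incubated 30 min before bottom-read fluorescence at 590 nm.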
TexasRed autofl: compound fluoresces in the Texas Red spectral region; Compound fluorescence, Texas Red channel, 547/618 nm; stronger effect = higher value; max dye-equivalent concentration, M; 59,000 tested, 0.06% active; in the data active means max dye-equivalent concentration above about 10 nM; inconclusive means between about 1.1 nM and that limit
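Compound titrations in 100 mM Tris pH 8.0 were incubated 15 min at room temperature and read at 547 nm excitation / 618 nm emission. Texas Red six-point standard curve on each plate converted fluorescence to dye-equivalent concentration.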
Caspase-7 inhib: caspase-7 (human) inhibition, allosteric or competitive; recombinant caspase-7, Ac-DEVD-AFC fluorescence rate; AID 889; P55210; 75,000 tested, 0.02% active; Potency, µM (doses to about 57.5 µM), without a hit: at the highest dose activity change, negative = inhibition, hits mostly inhibitors; active means well fitted inhibition curve with a large enough effect in the main read-out, with a control signal flat, not every such curve was filed as active; inconclusive means small, poorly fitted or top-dose-only effect, or a change in a side signal; further: potency means the concentration at half of the fitted maximal effect; % of control where 0% means no effect
Target sequence (P55210 24-198 limits assumed): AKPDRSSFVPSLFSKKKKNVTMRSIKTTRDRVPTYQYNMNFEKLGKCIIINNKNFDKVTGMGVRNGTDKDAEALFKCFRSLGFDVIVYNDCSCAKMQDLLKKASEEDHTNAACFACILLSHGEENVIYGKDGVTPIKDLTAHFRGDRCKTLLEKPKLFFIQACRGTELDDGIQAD
Target sequence (P55210 207-303 limits assumed): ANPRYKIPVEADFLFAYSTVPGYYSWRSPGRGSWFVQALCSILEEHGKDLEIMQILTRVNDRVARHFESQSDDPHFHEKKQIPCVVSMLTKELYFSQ
4-MU autofl: compounds fluorescent in 4-MU spectral region. max dye-equivalent concentration, M. 59,000 tested, 11% active. AID 589. compound autofluorescence, 340/450 nm, 4-MU equivalents; stronger effect = higher value; in the data active means max dye-equivalent concentration above about 10 nM; inconclusive means mostly about 1.1 nM to 9.6 nM
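Compounds in 100 mM Tris, pH 8.0, sat 15 min at room temperature before fluorescence was read at 340 nm excitation/450 nm emission; a per-plate six-point 4-MU standard curve converted signals to dye-equivalent concentration at each compound concentration.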
Rhodamine fluor: compound fluoresces in the rhodamine spectral region. AID 594. 59,000 tested, 0.05% active. max dye-equivalent concentration, M. Rhodamine-region fluorescence, 547/598 nm, Tris buffer; stronger effect = higher value; in the data active means max dye-equivalent concentration above about 11 nM; inconclusive means between about 1.1 nM and that limit
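Compound fluorescence in 100 mM Tris, pH 8.0, read after 15 min at room temperature with 547 nm excitation and 598 nm emission. Output is dye-equivalent concentration from an on-plate rhodamine standard series.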
Tau filament bind: binders of human tau filaments. P10636. recombinant tau filaments, thioflavin S fluorescence, 15 h; filaments grown with octadecylsulfate alongside compound. Potency, µM (series often up to 57.1 µM), for the others: top-dose activity change, negative = inhibition. 71,000 tested, 2% active;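 further: potency means the concentration at half of the fitted maximal effect; on the % scale 0 is the no-effect control and ±100 the full control effect; actives lower thioflavin S fluorescence by blocking filaments or displacing dye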
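Tau 2 uM in ThS buffer dispensed; compound added; 60 uM ODS added (finals 1 uM tau, 30 uM ODS); 15 h 37 C; fluor ex450/em510.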
Active calls of the source: *; i = inactive; ? = inconclusive; / = not tested or not shown; & = joins results of further samples; [ ] = another dose, or the depositor's remark. Unless noted, the call rests on the fitted dose curve; in most records, active means well fitted curve in the direction sought with a large enough effect; inconclusive means small, poorly fitted or top-dose-only effect, or another doubt; inactive means no such curve, though single readings can be large; an effect the other way counts as inactive or inconclusive.

Second line of a record – ERK AVP block | Fluorescein autfl | FLuc inh | Caspase-1 inhib | A350 autofl | HEK293 cAMP cs | TexasRed autofl | Caspase-7 inhib | 4-MU autofl | Rhodamine fluor | Tau filament bind
- Cc1nc(N2CCc3ccccc32)[nH]c(=O)c1CCC(C)C
→ -2% | ? | -1% | 2% | i | -3% | ? | -2% | i | i | -4%
- COc1ccc(N2CCN(Cc3cc(=O)oc4cc(C)c(Cl)cc34)CC2)cc1
→ -8% | ? | 0% | -1% | i | -6% | i | -1% | i | i | -25%
- Cc1cc(NC(=O)C(C)C)ncc1NC(=O)c1cccc(F)c1
→ -19% | i | -1% | 1% | i | -9% | i | 0% | i | i | -10%
- O=C1c2ccccc2C(=O)c2c(Nc3cc4c5c(ccc6c7ccc8c9c(cc(Nc%10cccc%11c%10C(=O)c%10ccccc%10C%11=O)c(c3c56)c97)-c3ccccc3C8=O)C(=O)c3ccccc3-4)cccc21
→ ? | i | -1%[11.4 µM] | 1%[11.5 µM] | i | 1%[11.4 µM] | i | -7%[11.5 µM] | i | i | 3.2µM*
- COc1ccc(C(=O)Oc2ccc(/C=N/O)cc2)cc1
→ -9% | / | 13µM* | 0% | / | 10% | / | 2% | / | / | 6%
- COc1ccccc1-c1nn2c(C3COc4ccccc4O3)nnc2s1 (stereo not given)
→ -17% | i | -4% | -9% | ? | 25µM* | i | -3% | ? | i | 58%
- Cc1ccc(C)c2[nH]c(=O)c(CCNC(=O)c3ccc(Br)o3)cc12
→ 10% | i | -1% | 1% | i | 8% | ? | 0% | i | i | 42%
- CCc1nc(-c2ccccc2O)n(-c2ccccc2)n1
→ -10% | ? | 1% | -6% | i | ? | ? | -4% | i | i | 13%
- CCOC(=O)CNS(=O)(=O)c1ccc(S(=O)(=O)N2CCCC2)cc1
→ -15% | ? | 1% | 2% | i | 1% | i | -1% | i | i | 8%
- CN(C)CCCCN1CCc2c(n(C)c3ccccc23)C1=O
→ -4%[11.5 µM] | i | 2%[11.4 µM] | 3%[11.5 µM] | ? | 12%[11.4 µM] | i | 0%[11.5 µM] | ? | i | 13%[11.4 µM]
- CCN(CC)C(=O)CSc1nnc(-c2cnccn2)n1-c1ccccc1
→ -7% | i | 3% | 1% | ? | 5% | i | 0% | i | i | -6%
- Cn1cc(C(=O)OCC2CCN(CCNS(C)(=O)=O)CC2)c2ccccc21
→ 27% | i | 1%&-3% | 1% | i | 20%&-5% | i | 0% | i | i | ?
- COCCOC(=O)c1c(C)oc2ccc(NS(=O)(=O)c3ccccc3)cc12
→ 2% | ? | -1% | -4% | i | 10% | i | -3% | i | i | 9%
- COCCNc1cc(C)c(C#N)c2nc3ccccc3n12
→ / | ? | -4%[25.5 µM] | / | 4.1e-06M* | / | i | / | 3.8e-06M* | i | /
- Cn1c(CCNC(=O)c2ccco2)nc2cc(NC(=O)NC3CCCCC3)ccc21
→ -2% | ? | -7% | 2% | i | 3% | i | 1% | i | i | 75%
- CC(=O)C(Sc1nc(-c2ccc(F)cc2)nc2c1c(=O)n(C)c(=O)n2C)C(C)=O
→ / | / | 1% | -2% | / | 24% | / | 1% | / | / | -6%
- Cc1ccccc1Nc1nnc(SCC(=O)NCc2ccco2)s1
→ -9% | i | -34% | 1% | i | 10% | i | -12% | i | i | -9%
- CCOc1ccc(N(CC(=O)Nc2cccc(Cl)c2)S(=O)(=O)c2c(C)noc2C)cc1
→ -22% | / | 2% | -1% | / | -1% | / | -2% | / | / | 68%
- Cc1cn(C(=O)CN2C(=O)c3ccccc3C2=O)c(C)n1
→ 0% | i | 0% | 1% | i | 1% | i | -3% | i | i | 7%
- C/C(=N\[N+](C)(C)C)c1ccc(C)c(C)c1
→ -2%[11.5 µM] | ? | 3%[11.4 µM] | -3%[11.5 µM] | i | 3%[11.4 µM] | i | 2%[11.5 µM] | i | i | 3%[11.4 µM]
- CCSc1nnc(NC(=O)C(Cc2ccccc2)n2cccc2)s1 (stereo not given)
→ 15% | / | -7% | -2% | / | 0% | / | -4% | / | / | i
- N#Cc1c2n(c(=S)n(-c3ccccn3)c1=O)CCCCC2
→ -8% | ? | 1% | -4% | i | 3% | i | -8% | i | i | -12%
- O=C(Nc1cccc(F)c1)N1CCC2(CC1)CCN(C(=O)c1csnn1)CC2
→ 1% | i | -1%[11.4 µM] | -3% | i | -6% | i | -2% | i | i | 6%
- Cc1cc(-c2cccs2)c2c(n1)sc1c(=O)[nH]c(=O)[nH]c12
→ ? | i | 2% | 1% | 4.8e-08M* | 2% | i | -2% | 4.8e-08M* | i | -16%
- CC1CCc2nn(CC(=O)NCCCN3CCCC3=O)cc2C1 (stereo not given)
→ -13% | / | 0% | 1% | / | 4% | / | -2% | / | / | -1%
- Cc1c(Br)cc(C(=O)O)c(C)c1C
→ 11% | ? | 1% | -1% | ? | 10% | i | 1% | i | i | -4%
- CCn1c(SCC(=O)c2cccs2)nnc1-c1cccs1
→ -10% | ? | -9% | 0% | i | 15% | i | -1% | i | i | -6%
- Cc1occc1-c1nnc(SCc2nnc(-c3ccc(Cl)cc3)o2)n1C
→ -10% | ? | -2% | -2% | i | ? | i | -2% | i | i | 55%
- Cc1cc(C)n2cc(CSc3nnnn3-c3ccccc3)nc2n1
→ 1% | ? | 1% | -3% | i | -1% | ? | 1% | i | i | 8%
- CNc1nc(-c2ccccc2C)nc2ccccc12
→ 10% | i | -14%[2.29 µM] | -2% | i | 29% | i | -3% | i | i | -4%

Brought forward from above: 2 entries, followed by the next part.
Second line of a record – ERK AVP block | Fluorescein autfl | FLuc inh | Caspase-1 inhib | A350 autofl | HEK293 cAMP cs | TexasRed autofl | Caspase-7 inhib | 4-MU autofl | Rhodamine fluor | Tau filament bind
- Cc1cc(C)n2cc(CSc3nnnn3-c3ccccc3)nc2n1
→ 1% | ? | 1% | -3% | i | -1% | ? | 1% | i | i | 8%
- CNc1nc(-c2ccccc2C)nc2ccccc12
→ 10% | i | -14%[2.29 µM] | -2% | i | 29% | i | -3% | i | i | -4%
- COc1cc(OC)cc(C(C(=O)NCc2ccccc2)N(Cc2ccco2)C(=O)c2ccno2)c1 (stereo not given)
→ 19% | i | 4% | -1% | i | 19% | i | -2% | i | i | 6%
- Cn1c(SCC(=O)Nc2cc(=O)n(C)c(=O)n2C)nnc1C12CC3CC(CC(C3)C1)C2
→ ? | / | 0% | -2% | / | 1% | / | 0% | / | / | 9%
- COc1ccc(CNC(=O)Nc2ccc(C)cc2)cc1
→ -9% | i | 0% | 1% | i | 2% | i | 1% | i | i | -4%
- COc1ccccc1C1C(C(=O)c2cc3ccccc3o2)=C(O)C(=O)N1CCN1CCOCC1 (stereo not given)
→ 6% | i | -11% | -6% | i | 6% | ? | -5% | i | i | -15%
- O=C(CSc1ccc2nnc(-c3ccncc3)n2n1)NCc1ccco1
→ / | / | -1% | -2% | / | 12% | / | 2% | / | / | 1%
- CS(=O)(=O)N(CCc1ccccc1)CC(=O)NCC1CCCO1 (stereo not given)
→ 0% | i | 0% | 0% | i | 2% | ? | 0% | i | i | 0%
- CCC(C)NC(=O)c1ccc(CS(=O)(=O)c2ccc(OC)cc2)o1 (stereo not given)
→ -2% | / | 2% | 4% | / | 8% | / | 0% | / | / | 6%
- COc1ccc(C2c3c(oc4ccccc4c3=O)C(=O)N2CCCN2CCOCC2)cc1 (stereo not given)
→ -1% | i | 3% | -3% | ? | -1% | i | -3% | i | i | -16%
- CN(CCC#N)C(=O)c1ccc(CNS(=O)(=O)c2ccc(F)cc2)cc1
→ 7% | i | 4% | 0% | ? | -4% | ? | -2% | ? | i | 0%
- C/C(=N/Nc1nc(C)cc(=O)[nH]1)C(=O)O
→ -2%[11.5 µM] | i | 0%[11.4 µM] | -7%[11.5 µM] | i | 9%[11.4 µM] | i | -1%[11.5 µM] | i | i | 6%[11.4 µM]
- CN1CCN(C(=O)C2CC(=O)N(c3ccc(F)c(Cl)c3)C2)CC1 (stereo not given)
→ -3% | / | 2% | 2% | / | 11% | / | -1% | / | / | -1%
- O=C1c2ccccc2S(=O)(=O)N1Cc1cccc(S(=O)(=O)N2CCOCC2)c1
→ -7% | i | -2% | -1% | i | 5% | i | 0% | i | i | 2%
- COc1ccccc1C(=O)Nc1ccc2c(c1)nc1n2CCSC1
→ -6% | ? | 5µM* | -12% | 2.3e-08M* | 2% | i | -15% | 1.8e-08M* | i | -19%
- CN(C)C=NCCn1c(N2CCOCC2)nc2c1c(=O)n(C)c(=O)n2C
→ -8% | i | 1% | -1% | i | 22% | i | 1% | i | i | 13%
- COc1ccc2nc3c(cc2c1)Cc1ccccc1-3
→ 32µM* | / | / | -4% | / | 25µM* | / | -7% | / | / | ?
- Cc1cccc(N2CCN(C(=O)COc3cc(=O)n(C)c4ccccc34)CC2)c1C
→ 9% | i | 2% | 0% | i | 22% | ? | -4% | i | i | 30%
- CC1(C)CC(=O)C=C(Nc2ccc(F)cc2)C1
→ 20% | i | 1% | -2% | i | 24% | i | -10% | i | i | -6%

In the list so far, 2 have a thiophene ring, fused or not:
Second line of a record – ERK AVP block | Fluorescein autfl | FLuc inh | Caspase-1 inhib | A350 autofl | HEK293 cAMP cs | TexasRed autofl | Caspase-7 inhib | 4-MU autofl | Rhodamine fluor | Tau filament bind
- Cc1cc(-c2cccs2)c2c(n1)sc1c(=O)[nH]c(=O)[nH]c12
→ ? | i | 2% | 1% | 4.8e-08M* | 2% | i | -2% | 4.8e-08M* | i | -16%
- CCn1c(SCC(=O)c2cccs2)nnc1-c1cccs1
→ -10% | ? | -9% | 0% | i | 15% | i | -1% | i | i | -6%

This is a subset, so the mix of outcomes need not match the whole.
